Source: PubChem (National Center for Advancing Translational Sciences (NCATS))
Giardia killer: kills Giardia lamblia. activity change, % at 7.66 µM, hits read low. Giardia lamblia trophozoite viability. 340,000 compounds, 0.15% hits; in the data active = activity change below about -80%; inconclusive = between about -30% and that limit;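 also: parasites exposed to compound for two days anaerobically before the ATP read; % is scaled to controls: 0 for no effect and ±100 for the full control effect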
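Giardia lamblia trophozoites (100 cells/well) were incubated with compounds for 48 h at 37 deg C under anaerobic conditions. Viability was read as ATP content by one-step luminescence after 15-30 min at room temperature.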
S-ASM inh: blocks human secretory acid sphingomyelinase; P17405; Potency, µM (top dose mostly 57.5 µM), for inactives: at the top dose activity change, negative = inhibition, actives largely listed as inhibitors; placental ASM, HMU-PC fluorogenic substrate, 60 min; AID 504937; 340,000 compounds, 0.006% hits; also: potency is read from the fitted curve at half-maximal effect
Target sequence (P17405 47-631 limits assumed): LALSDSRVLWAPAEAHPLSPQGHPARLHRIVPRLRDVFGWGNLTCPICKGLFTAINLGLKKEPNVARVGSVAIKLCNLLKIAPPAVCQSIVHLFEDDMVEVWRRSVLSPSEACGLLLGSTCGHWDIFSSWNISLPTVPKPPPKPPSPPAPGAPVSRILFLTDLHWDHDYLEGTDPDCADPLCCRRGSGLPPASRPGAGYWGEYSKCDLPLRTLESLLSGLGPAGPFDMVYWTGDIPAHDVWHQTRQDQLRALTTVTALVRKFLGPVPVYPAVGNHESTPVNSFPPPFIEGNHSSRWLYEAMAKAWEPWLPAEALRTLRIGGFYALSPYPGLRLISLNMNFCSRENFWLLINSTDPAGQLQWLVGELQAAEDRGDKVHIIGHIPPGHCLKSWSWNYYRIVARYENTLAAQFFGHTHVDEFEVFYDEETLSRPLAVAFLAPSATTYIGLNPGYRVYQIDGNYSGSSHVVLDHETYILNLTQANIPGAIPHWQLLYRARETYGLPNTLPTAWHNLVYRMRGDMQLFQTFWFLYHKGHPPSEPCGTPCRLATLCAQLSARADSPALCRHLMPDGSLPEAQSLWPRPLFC
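Fluorogenic HMU-PC substrate (9 uM final) is turned over by placental ASM in 60 min at 37 C after a 10 min compound preincubation. Reaction ended by alkaline stop (pH 10), with fluorescence read at 386/447 nm.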
PKM2 activator: increases activity of human pyruvate kinase M2; 260,000 compounds, 0.34% hits; purified PKM2, Kinase-Glo ATP luminescence, activation; response scale: 0% is enzyme alone, no compound; P14618; Potency, µM (highest dose often 57.5 µM), inactives show at the highest dose activation, hits mostly activators; also: potency is read from the fitted curve at half-maximal effect; % is scaled to controls: 0 for no effect and ±100 for the full control effect; nearly all actives have a fitted effect of over 55% in size
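Purified hPK-M2 (>95%) run at intermediate activity with 0.1 mM ADP and 0.5 mM PEP in 50 mM imidazole pH 7.2, KCl, MgCl2; 1 h room temperature. ATP formed read by Kinase-Glo luminescence; normalized to uninhibited and no-enzyme controls.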
Tb PFK inh: T. brucei PFK enzyme inhibition; O15648; T. brucei PFK, ADP-Glo luminescence; Potency, µM (highest dose often 57.5 µM), without a hit: top-dose activity, negative = inhibition, actives largely listed as inhibitors; 330,000 compounds, 0.17% hits;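 also: potency is read from the fitted curve at half-maximal effect; 0% = uninhibited 1x PFK enzyme wells and -100% = no-enzyme wells; nearly all actives have a fitted effect of over 60% in size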
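In TEA buffer at pH 8.0 with 5 mM MgCl2, enzyme (1.25 nM) converted F6P (0.5 mM) and ATP (0.1 mM) for 45 min at room temperature. ADP product was read by luciferase luminescence.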
GALK inh: blocks human galactokinase activity | P51570 | Purified GALK, Kinase-Glo residual ATP luminescence | Potency, µM (series often up to 57.5 µM), inactives show top-dose activity change, negative = inhibition, usual class: inhibitors | 270,000 compounds, 0.007% hits | AID 1868; also: potency is read from the fitted curve at half-maximal effect; % is scaled to controls: 0 for no effect and ±100 for the full control effect
Target sequence (P51570 whole entry, looked up): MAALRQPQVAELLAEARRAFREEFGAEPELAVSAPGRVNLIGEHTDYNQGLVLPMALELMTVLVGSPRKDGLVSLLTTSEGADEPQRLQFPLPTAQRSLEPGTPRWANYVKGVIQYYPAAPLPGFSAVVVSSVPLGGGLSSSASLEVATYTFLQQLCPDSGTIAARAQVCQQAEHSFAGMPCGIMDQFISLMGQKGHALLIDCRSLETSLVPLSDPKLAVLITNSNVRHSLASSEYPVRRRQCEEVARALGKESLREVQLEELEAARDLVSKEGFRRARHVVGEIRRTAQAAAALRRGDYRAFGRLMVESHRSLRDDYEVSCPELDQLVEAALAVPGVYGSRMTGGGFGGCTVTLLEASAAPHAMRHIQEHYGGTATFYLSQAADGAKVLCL
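Human GALK (5 nM) with 35 uM ATP and 100 uM galactose in 20 mM HEPES pH 8.0, 5 mM MgCl2, 60 mM NaCl, 1 mM DTT, 0.01% BSA. After 1 h at room temperature, leftover ATP was read by Kinase-Glo Plus luminescence.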
Coupling enz: inhibits coupling enzyme system, counter-screen for aldolase hits | coupling enzyme system counterscreen, AmpLite Red fluorescence | 290,000 compounds, 0.67% hits | activity change, negative = inhibition, % at 58.2 µM, hits read low; in the data active = activity change below about -30%; also: % is scaled to controls: 0 for no effect and ±100 for the full control effect
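Coupling enzymes only (glyceraldehyde-3-phosphate) + compound, at 57.5 uM final, 10 min RT; add substrate/coupling/AmpLite Red mix, 20 min RT; fluorescence ex 525/em 598 nm. Actives flag coupling-system interference.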
Integrin act MD: integrin-mediated muscular dystrophy alleviation activation; alpha7betagal myoblasts, beta-gal FDG fluorescence, 48 h; AID 624291; 350,000 compounds, 0.064% hits; Potency, µM (top dose mostly 38.3 µM), without a hit: top-dose activation, hits mostly activators;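 also: potency is read from the fitted curve at half-maximal effect; 100% = response of the positive control SU9516; nearly all actives have a fitted effect of over 60% in size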
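Alpha7betagal+/- myoblasts (passage 13) were plated 16-24 hr, then exposed to compounds (1:260 dilution of DMSO stock) for 48 hours at 37C. After MPER lysis, β-galactosidase reporter activity was read as FDG fluorescence (ex 480/em 540) after 30 minutes.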
BCR signal inh: inhibitors of chronic active B-cell receptor signaling. ABC-DLBCL IkBa-CBG/CBR reporter, luminescence ratio, 4 h. Potency, µM (doses to about 46.1 µM), inactives show at the highest dose ratio change, negative = lower green/red ratio, actives largely listed as inhibitors. 340,000 compounds, 0.05% hits. AID 493014; active = well fitted inhibition curve with a large enough effect in the signal ratio, with a control signal flat, not every such curve was filed as active; inconclusive = small, poorly fitted or top-dose-only effect, or effect the other way, or a change in a side signal; the % refers to the signal ratio;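 also: potency is read from the fitted curve at half-maximal effect; plate controls were basal doxycycline-induced cells for no effect and cells given 10 µM MG132 for full effect; MG132 reads +100%, hits lower the ratio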
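TMD8 human ABC-DLBCL cells with doxycycline-inducible IκBα–green luciferase fusion and unfused red luciferase, in 0.5% FBS medium; compounds up to 46 uM, 4 h at 37C. Green/red luminescence ratio, filter-overlap corrected, fitted to concentration-response curves.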
TSG101-PTAP inh: blocks PTAP/TSG101 interaction to inhibit HIV-1 budding | Q99816 | Fluorescence polarization, FITC-PTAP peptide / Tsg101 binding | Potency, µM (titrated, usually from 115 µM), for inactives: at the highest dose activity change, negative = inhibition, most hits filed as inhibitors | 340,000 tested, under 10 active | AID 493005; active = well fitted inhibition curve with a large enough effect in the main read-out, with a control signal flat, not every such curve was filed as active; inconclusive = small, poorly fitted or top-dose-only effect, or effect the other way, or a change in a side signal; inactive = no such curve, though single readings can be large or run the other way; also: potency is read from the fitted curve at half-maximal effect; % of control where 0% means no effect
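Tsg101 binding domain (10 uM final) was mixed with compound and a FITC-labeled PTAP peptide (50 nM final) in HEPES pH 7.5 buffer with NaCl, Tween 20, EDTA and TCEP; fluorescence polarization was read after 20 min at r.t.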
Menin-MLL TR inh: displaces Texas Red mutant MLL peptide from human menin; Menin + Texas Red MLL mutant peptide, fluorescence polarization; 270,000 compounds, 0.23% hits; O00255; Potency, µM (top dose mostly 61.6 µM), for inactives: top-dose FP activity change, negative = inhibition, actives largely listed as inhibitors; active = well fitted inhibition curve with a large enough effect in the polarisation, with a control signal flat, not every such curve was filed as active; inconclusive = small, poorly fitted or top-dose-only effect, or effect the other way, or a change in a side signal; inactive = no such curve, though single readings can be large or run the other way; the % refers to the polarisation; also: potency is read from the fitted curve at half-maximal effect; % of control where 0% means no effect; many of its hits are not listed in these tables
B2AR arrestin: agonists driving beta-arrestin recruitment to human beta2-adrenergic receptor | P07550 | beta-arrestin recruitment to beta2AR, cell-based reporter | Potency, µM (top dose mostly 46.1 µM), for inactives: at the highest dose activation, usual class: activators | 330,000 compounds, 0.02% hits | AID 492947;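 also: potency is read from the fitted curve at half-maximal effect; 0% = DMSO controls and full agonism = EC100 isoproterenol or metaproterenol; nearly all actives have a fitted effect of over 65% in size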
Active calls of the source: *; ? = inconclusive; nt = no result given; [ ] = another dose, or the depositor's remark. Unless noted, calls follow the shape of the dose curve; as a rule, active = well fitted curve in the direction sought with a large enough effect; inconclusive = small, poorly fitted or top-dose-only effect, or another doubt; inactive = no such curve, though single readings can be large; an effect the other way counts as inactive or inconclusive.

SMILES | Giardia killer | S-ASM inh | PKM2 activator | Tb PFK inh | GALK inh | Coupling enz | Integrin act MD | BCR signal inh | TSG101-PTAP inh | Menin-MLL TR inh | B2AR arrestin
C[C@H](Nc1ncnc2sc3c(c12)CCC3)C(=O)O | -1 | 1% | -3% | 16% | -5% | 10 | 10% | ? | -3% | 6% | -0.1%
CC(C)CNC(=O)c1ccc(Cl)c(Cl)c1 | 1 | 1% | 0% | nt | -4% | 1 | 8% | nt | -5% | -14% | nt
O=C(COC(=O)Cc1ccc(S(=O)(=O)N2CCOCC2)s1)Nc1ccccc1Cl | 7 | -1% | nt | 1% | nt | nt | -10% | 4% | 3% | nt | -0.4%
Cc1ccc(-n2c(C)nc3c(cnn3-c3ccc(F)cc3)c2=O)cc1 | 16 | -3% | -1% | -9% | 0% | 2 | -20% | -9% | -6% | -29% | 0.1%
N#CCC(=O)Nc1ccc(C(=O)NNC(=S)NC2CC2)cc1 | -1 | 1% | nt | -10% | nt | nt | 3% | ? | 0% | nt | 0.1%
CN(C)/C=C(\C(=O)c1ccccc1)c1nnnn1-c1ccc(F)cc1 | -14 | 2% | 0% | 1% | nt | -1 | 8% | -1% | -2% | nt | -0.6%
COC1OC(COC(=O)CNC(=O)OC(C)(C)C)C(O)C(O)C1O (stereo unspecified) | 12 | 5% | 2% | 0% | 2% | 5 | -2% | 0% | 0% | 22% | -0.6%
O=C(CNC1CC1)Nc1cc(C(F)(F)F)ccc1Cl | 12 | -2% | -1% | -5% | nt | 1 | 5% | 1% | -1% | nt | 0.2%
CCOC(=O)N1CCC(N(CCOC)C(=O)Nc2ccc(CC)cc2)CC1 | 0 | -1% | -6% | 0% | -1% | 0 | -20% | -3% | -6% | -25% | -0.3%
CC(=O)NC(c1ccco1)c1ccc2cccnc2c1O (stereo unspecified) | -4 | 1% | 4% | -3% | 3% | 0 | -10% | ? | -3% | -3% | 0.3%
NS(=O)(=O)c1ccc(NC(=O)CSc2nc3c(cnn3-c3ccccn3)c(=O)[nH]2)cc1 | 5 | 3% | nt | 10% | nt | nt | 8% | 0% | -7% | nt | -0.1%
COc1ccc2cc(CCl)c(Cl)nc2c1 | 15 | 8% | -4% | 2% | -2% | -12 | 6% | 4% | -1% | -13% | -0.1%
Cc1nc2c(oc3ccccc32)c(=O)o1 | -13 | 1% | -1% | 2% | 0% | 4 | 1% | ? | 0% | ? | -1.0%
Cc1ccc(NC(=O)CN2C(=O)N/C(=C/c3cccn3-c3ccc(C(=O)O)cc3)C2=O)cc1 | 27 | -13% | 30% | ? | -1% | 1 | -17% | -6% | -15% | 20% | 0.1%
CN(C)CCOc1ncnc2c1oc1ccccc12 | -21 | -1% | 4% | -3% | 2% | 0 | -22% | 4% | -5% | 2% | -0.2%
COC(=O)c1sc(N)c(C(=O)OC)c1COC(=O)CCNS(=O)(=O)c1ccc(C)cc1 | 3 | -6% | -3% | 9% | 1% | 1 | -11% | 0% | -1% | 10% | -0.7%
Cc1csc(NC(=O)CSc2nncc(=O)n2N)n1 | -4 | 1% | 3% | 1% | -2% | 1 | -5% | 2% | -1% | 7% | -0.1%
O=C(COC(=O)c1ccccc1Cc1ccccc1)NC1CCS(=O)(=O)C1 (stereo unspecified) | 7 | 4% | -14% | -2% | 5% | nt | 0% | 6% | -5% | nt | -0.4%
CC1(C)N=C(c2ccc(Cl)cc2Cl)C(=O)N1 | 13 | -1% | 4% | -7% | -1% | 3 | 32% | 2% | nt | -2% | -0.7%
CCCCCn1c(=O)[nH]c2cc(C(=O)NCCc3ccc(OC)c(OC)c3)ccc2c1=O | -5 | -1% | -9% | -1% | 4% | 1 | 2% | 13% | -1% | 3% | -0.4%
COc1ccc(NC2CCCN(C(=O)CN3CCOC3=O)C2)cc1 (stereo unspecified) | ? | 2% | -2% | 0% | -2% | nt | -5% | -2% | -4% | nt | 0.2%
COc1ccc(-c2nc(C#N)c(N3CCN(c4cccc(Cl)c4)CC3)o2)cc1OC | -9 | 3% | -2% | 2% | -1% | 2 | -10% | -2% | -7% | 7% | -1.2%
COc1ccc(CC(=O)N/N=C(\C)CC(=O)NCc2ccco2)cc1OC | 12 | 3% | -5% | 2% | 13% | 3 | ? | -25% | 3% | nt | -0.7%
CC1=NN(C(=O)c2ccc(Br)cc2)C(O)(C(F)(F)OC(F)(F)F)C1 (stereo unspecified) | -24 | -2% | 2% | 1% | 0% | 2 | -3% | -3% | -1% | 21% | 0.1%
Cn1nc(C(=O)NCc2cccc(F)c2)cc1C(=O)NCc1cccc(F)c1 | -16 | -1% | nt | -27% | nt | nt | 25% | -3% | -2% | nt | 5.8%

Other records.
SMILES | Giardia killer | S-ASM inh | PKM2 activator | Tb PFK inh | GALK inh | Coupling enz | Integrin act MD | BCR signal inh | TSG101-PTAP inh | Menin-MLL TR inh | B2AR arrestin
O=C(N/N=C/c1ccccc1[N+](=O)[O-])C(=O)N1CCCC1 | 7 | 3% | -13% | -2% | 13% | -2 | -19% | -20% | 0% | ? | -0.5%
CCn1c(CN2c3ccccc3Sc3ccccc32)n[nH]c1=S | -20 | -16% | -6% | -12% | 1% | -3 | 42% | ? | -2% | nt | -0.2%
NS(=O)(=O)c1ccc(NNC(=O)c2ccc(Br)o2)c([N+](=O)[O-])c1 | 5 | -1% | nt | -16% | nt | nt | 22% | 2% | -4% | nt | -0.5%
O=C(N/N=C/C=C\c1ccco1)c1ccccn1 | 10 | 2% | ? | -23% | -3% | -26 | -36% | ? | 3% | nt | -0.2%
O=C1CC2(CCN(C(=O)C(=O)c3c[nH]c4ccccc34)CC2)Oc2ccccc21 | 21 | -2% | -1% | 2% | 0% | 0 | -2% | 0% | 1% | 0% | -1.0%
COc1cccc(-c2ccc(NC(=O)C3CCCN(Cc4cnn(C(C)C)c4)C3)cc2)c1 (stereo unspecified) | -8 | -3% | -10% | -3% | 1% | 2 | -67%[inhibitor] | ? | -1% | -9% | -0.4%
COc1ccccc1Nc1cc(C)nc(Nc2ccccc2OC)n1 | -14 | -6% | nt | 0% | nt | nt | 0% | ? | -1% | nt | -0.1%
COc1ccc(CCNC(=O)CNS(=O)(=O)c2cccs2)cc1OC | 8 | 4% | 5% | -3% | -1% | 0 | 7% | -13% | -5% | nt | 0.0%
Cc1cc(Cl)ccc1OCC(=O)NCCC(=O)O | 22 | 1% | -7% | 0% | 6% | 1 | 21% | 0% | -3% | 4% | 0.6%
C=CCc1cccc2cc(C(=O)Nc3ccccc3C(=O)O)c(=O)oc12 | 29 | -2% | -2% | 5% | -4% | -5 | -45%[inhibitor] | ? | -3% | 8% | 0.0%
COc1ccccc1-c1coc2cc(OC(=O)/C=C/c3ccccc3)ccc2c1=O | 24 | 5% | 5% | 0% | 1% | -12 | 3% | ? | 0% | ? | -1.1%
CCCCn1c(N)c(N(C)C(=O)c2cc3c(s2)CCCCC3)c(=O)[nH]c1=O | -24 | 3% | nt | 2% | nt | nt | 25% | 0% | -3% | nt | -0.2%
COc1cc2nc(SCc3ccc(C(F)(F)F)cc3)n(Cc3cccs3)c(=N)c2cc1OC | -24 | -1% | 3% | -5% | -6% | -14 | 0% | ? | -6% | 17% | 0.0%
COc1cccc(NC(=O)Nn2cnnc2)c1 | 0 | 0% | 1% | 0% | 3% | 1 | -2% | 1% | 1% | -16% | 0.3%
Fc1ccccc1Cn1nnc2c(-n3ccnc3)ncnc21 | 9 | -1% | 1.1µM* | 2% | -2% | 0 | -11% | ? | -7% | 10% | -0.1%
COc1ccccc1Nc1nc(-c2cccc([N+](=O)[O-])c2)cs1 | 5 | -22% | -1% | 0% | 6% | -8 | 6% | ? | -8% | nt | 0.0%
Cc1ccc(/C=C2\Oc3cc(OCC(=O)NN)ccc3C2=O)o1 | 10 | 67% | nt | 0% | -2% | 0 | 0% | ? | 0% | 16% | -0.6%
Cc1ccc(N2C(=O)[C@@H]3C(C(=O)CCN4C(=O)c5ccccc5C4=O)=NN[C@@H]3C2=O)cc1 | 14 | -2% | -10% | -2% | -1% | -4 | 0% | 14% | -1% | -8% | 3.0%
COc1ccc([C@@H]2CC=C(C(=O)O)[C@H](c3ccc(Br)cc3)N2S(=O)(=O)c2ccc(C)cc2)cc1OC | ? | 0% | nt | 3% | nt | nt | -10% | 7% | -14% | nt | 0.4%
COc1ccc(CN2C[C@H](Cc3ccccc3)[C@@H](CC(=O)Nc3ccccc3)C2=O)cc1 | -2 | -14% | 3% | 0% | nt | 0 | 9% | ? | -4% | 10% | 0.0%

These rows are one share of the data; rates above refer to the full screens.
